# BL2 CD40 inh: inhibitors of CD40-induced NF-kB signaling, primary screen, BL2 cells, luciferase reporter, single point | CD40L-induced, 4 h | inhibition, % at 10 µM | 83,000 compounds, 0.94% hits | AID 1053188, 2014;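 active means mean inhibition of at least 50% with a set share of replicates also reaching that level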;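 further: 0% = neutral control wells and 100% = IKK inhibitor VII at 50 µM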
# * = called active by the depositor; & = joins results of further samples; [ ] = another dose, or the depositor's remark. Not all compounds are listed (hit frequency here may not be typical).
SMILES,BL2 CD40 inh
CCOC(=O)c1c(C)c(C(=O)N2CCCCCC2)c(C)n1CC,23.6
Fc1ccc(CCNc2ncnc3[nH]ncc23)cc1,-16.8
CC1(C)C2CCC1(C)C(OC(=O)CCn1ccnc1)C2 (stereo unspecified),3.4
COc1ccc2c3c([nH]c2c1)[C@H](CO)N(C(=O)c1cnccn1)CC31CN(S(=O)(=O)c2ccccc2)C1,2.4[25 µM]
O=C(CCCn1cnc([N+](=O)[O-])n1)Nc1ccc(F)c(Cl)c1,6.5
N#C[C@H]1[C@H](c2ccc(-c3cncnc3)cc2)[C@@H](CO)N1C(=O)Cc1ccccc1,-15.3[25 µM]
C[C@H](CO)N1C[C@H](C)[C@@H](CN(C)CC2CCCCC2)OCc2ccccc2-c2c(n(C)c3ccccc23)C1=O,-6.8[25 µM]
CCCCN(C(=O)C1CCN(C(=O)c2ccccc2C)CC1)c1c(N)n(CC(C)C)c(=O)[nH]c1=O,11.9
COc1cc(OC)c(OC)cc1CNc1nnnn1C,-2.6
c1ccc2c(C3OCC4(CCCCC4)CO3)cccc2c1,-73.9
Cn1cc(CCNC(=O)c2ccc3nc(Cc4ccccc4F)oc3c2)cn1,-108.6
COc1ccccc1C(=O)N1C[C@H]2[C@@H](c3ccccc31)[C@H](CO)N2C(=O)C1CCCC1,4.0
COc1ccccc1S(=O)(=O)N(C)C[C@H]1OCc2ccccc2-c2ccccc2C(=O)N([C@@H](C)CO)C[C@@H]1C,-3.0[25 µM]
COc1ccc(N2CCN(CC(=O)NC(=O)NCc3ccccc3)CC2)cc1,-21.2
CCCS(=O)(=O)NC(=O)C1(C)CCN(C(=O)c2cc(OC)c(OC)c(OC)c2)C1 (stereo unspecified),6.7
O=C(Nc1nnc(-c2ccccc2)o1)c1cccc(S(=O)(=O)N2CCOCC2)c1,-25.4
CC=Cc1ccc2n(c1=O)C[C@H]1[C@H](CO)[C@@H](C(=O)NCCCN(C)C)N(Cc3cocn3)[C@@H]21 (mixture of isomers),1.9[25 µM]
NS(=O)(=O)c1ccc(NC(=O)CCC(=O)O)cc1,0.4
CCN(CC)C(=O)Cc1c(OC)ccc2cc(Br)ccc12,0.7
CCCC#Cc1ccc([C@H]2[C@@H](CO)N(S(=O)(=O)c3cccc(F)c3)[C@H]2C#N)cc1,-1.3[25 µM]
CC(=O)Nc1cccc2c1O[C@H](CN(C)S(C)(=O)=O)[C@H](C)CN(C)C2=O,6.8
O=C(CCCC(=O)OCC(F)(F)C(F)F)Nc1nccs1,9.1
CC(=O)Nc1cccc(Oc2nc(-c3ccccn3)nc3ccccc23)c1,-15.6
CO[C@H]1CN(C)C(=O)c2cccc(C#N)c2OCC[C@H]2CC[C@@H](OC)[C@@H](CN(C)C(=O)[C@@H]1C)O2,-10.5[25 µM]
Cc1onc(-c2ccccc2Cl)c1C(=O)OCC(=O)N1CCCc2ccccc21,21.6
# Later entries
SMILES,BL2 CD40 inh
Cn1c(SCc2ccccn2)nnc1-c1ccncc1,2.2
CCc1cnc(N2[C@@H](C#N)[C@@H](c3ccc(C#CCC4CCCC4)cc3)[C@@H]2CO)s1,15.7[25 µM]
COc1ccccc1COC(=O)CN1C(=O)NC2(CCCCC2C)C1=O (stereo unspecified),-1.9
NC(Cc1ccc2nsnc2c1)C(=O)O (stereo unspecified),11.1
CC1CC(C)(C)Nc2ccc(N=O)cc21 (stereo unspecified),23.3
O=C1CCc2cc(S(=O)(=O)NCc3ccc(Cl)cc3)cc3c2N1CC3,1.2
COCC(=O)N(C)C[C@H]1[C@@H](c2ccccc2)[C@H](CO)N1C(=O)Cc1ccncc1,-2.0[25 µM]
CCCNC(=O)N1CC2(C1)[C@@H](c1ccccc1)[C@@H](CO)N2C(=O)c1cccnc1,-7.3[25 µM]
Cc1cccc(CN2CCc3c(OCC(=O)NCc4ccco4)cccc3C2=O)c1,-2.4
N#Cc1c(NC(=O)C2CCCO2)sc2c1CCCCCC2 (stereo unspecified),-67.3
Cc1cccc(NC(=O)Nc2cccc(C)n2)n1,-31.4
CCN(C(=O)c1cccc(S(=O)(=O)N(C)C)c1)C12CC3CC(CC(C3)C1)C2,3.5
COc1ccc(C(=O)C2CCCN(C(=O)C3CCOCC3)C2)c(C)c1 (stereo unspecified),2.1
Cc1ncc2c(n1)NC(=O)NC2,12.0
CC(=O)c1ccc(NC(=O)c2ccc(N3CCCC3=O)cc2)cc1,-15.2
COC1=CC(=O)c2c(ccc3ncnc(N)c23)C1=O,102.6*
COc1ccccc1-c1ccc([C@H]2[C@@H](CO)N(C(=O)C3CCC3)[C@H]2C#N)cc1,-9.5
CN1c2ccc(Br)cc2[C@@H]2[C@@H](CCN2C(=O)CN2CCOCC2)[C@H]1CO,-13.1[25 µM]
COc1cccc(CCNC(=O)c2cc(COc3cccc(OC)c3)on2)c1,-37.2
CCc1c(C)nc(SCC(=O)Nc2nc(-c3ccc(OC)cc3)cs2)[nH]c1=O,11.5
O=C(CCCOc1ccccc1)N1CCN(S(=O)(=O)c2cccs2)CC1,-22.4
O=C(Nc1ccc2c(c1)[C@@H]1C[C@H](CC(=O)N3CCc4ccccc4C3)O[C@H](CO)[C@@H]1O2)C1CCOCC1,-5.5[25 µM]
Cc1ccc2nc(NC(=O)c3ccc(Cn4cc(Cl)cn4)o3)sc2c1,-16.8
CCCNC(=O)C[C@@H]1C[C@H]2c3cc(NC(=O)NC4CCCC4)ccc3O[C@H]2[C@@H](CO)O1,8.0
CC(C)Sc1nc2ccccc2n1CC(N)=O,1.2
# Next part.
SMILES,BL2 CD40 inh
COc1ccc(C(=O)NCCCOC(=O)c2ccc(OC)cc2)cc1,1.3
COc1ccccc1C1c2[nH]c3ccccc3c2CCN1Cc1cnc(C)s1 (stereo unspecified),12.0
O=C(NCc1ccc(F)cc1)C1(c2cccs2)CCOCC1,16.8
N#C[C@@H]1[C@H](c2ccc(C3=CCCCC3)cc2)[C@@H](CO)N1C(=O)NC1CCCC1,4.1
O=C(Cc1ccccc1)Nc1nnc(-c2cccs2)s1,-7.3
O=P1(O)CC2=C(CC=CC2)C1,0.2
CO[C@@H](CN(C)Cc1ccc(-c2ccccn2)cc1)[C@H](C)CN(C(=O)Nc1ccc(F)cc1)[C@@H](C)CO,-15.7[25 µM]
CCCn1cc(NC(=O)c2cc3n(n2)C(C(F)(F)F)CC(c2ccccc2)N3)cn1 (stereo unspecified),14.6
COc1ccc2cc(S(=O)(=O)N3CCCCCC3)ccc2c1,-5.3
Nc1ccccc1-n1nc2ccc3ccccc3c2n1,-79.1
N#C[C@H]1[C@H](c2ccc(C#Cc3ccccc3F)cc2)[C@@H](CO)N1C(=O)C1CC1,50.4*[25 µM]
Cc1cc(OCC(=O)Nc2cccc(S(=O)(=O)N3CCCC3)c2)ccc1Cl,-3.3
Cc1nonc1C1CCCN1Cc1nc(-c2ccc(F)cc2F)oc1C (stereo unspecified),1.5
C[C@H](CO)N1C[C@H](C)[C@@H](CN(C)C(=O)c2cc(-c3ccccc3)on2)OCc2cnnn2CCCC1=O,-2.8[25 µM]
Cc1ccc(C2CC2C(=O)NN)cc1 (stereo unspecified),1.9
COc1ccc(NC(=O)Nc2ccc3c(c2)[C@H]2C[C@H](CC(=O)NC4CCCC4)O[C@@H](CO)[C@H]2O3)cc1,-5.0
O=C(Nc1cc(N2CCOCC2)ncn1)c1ccccc1,-17.9
COc1ccc(NC(=O)NCCCN2CCCCC2C)cc1 (stereo unspecified),1.7
O=S(=O)(Nc1ncnc2sccc12)c1cccc(F)c1,0.9
COCCCNC(=O)/C=C/c1ccc(OCc2c(F)cccc2Cl)cc1,-5.7
c1coc(-c2cnc3ccccc3n2)c1,-1.9
c1ccc2c(-c3nc4ccccc4[nH]3)cccc2c1,-2.5
O=C1/C(=C\c2ccccn2)SC(=S)N1Nc1ncc(C(F)(F)F)cc1Cl,20.7
CC(=O)NC[C@@H]1[C@@H](c2ccc(-c3ccccc3F)cc2)[C@@H](CO)N1CCC(F)(F)F,-4.6[25 µM]
O=C(Nc1cccc(-c2csc(-c3ccccc3)n2)c1)c1cccs1,-34.1
# (listing goes on)
SMILES,BL2 CD40 inh
O=C(N/N=C1/CC2C=CCC12)c1ccco1 (stereo unspecified),13.7
O=C(O)c1ccc(N2CCCS2(=O)=O)cc1,1.4
Cc1cc2cc(CNC(=O)c3ccc(S(=O)(=O)N4CCCCC4)cc3)ccc2n1C,-21.5
CCSc1nnc(NC(=O)C2C3C=CC(C3)C2C(=O)O)s1 (stereo unspecified),3.4
c1ccc2c(-c3nn[nH]n3)cccc2c1,2.9
O=C(COC(=O)c1ccc(F)cc1F)Nc1ncccn1,0.0
COc1ccc(OCC(=O)Nc2ccccc2N2CCCCC2)cc1,13.7
CCc1noc(C)c1C(=O)Nc1ccc(C#N)cc1,7.8
O=C(CC(c1ccccc1)c1cc(Br)ccc1O)N1CCCC1 (stereo unspecified),11.1
Clc1cc(-c2ccc(/C=N/n3cnnc3)o2)ccc1Br,-4.2
CCS(=O)(=O)N1CCCCN2[C@H](CO)[C@H](c3ccc(-c4ccc(C(=O)N(C)C)cc4)cc3)[C@H]2C1,-1.3[25 µM]
Cc1cccc(C)c1NC(=O)CNC(=O)CCNC(=O)c1ccco1,-0.9
O=C(Cn1cnc2ccccc21)NCc1ccccc1,-9.4
Cc1ccc(S(=O)(=O)Nc2ccc3c(c2)C(=O)N([C@@H](C)CO)C[C@H](C)[C@@H](CN(C)S(=O)(=O)c2ccccc2)O3)cc1,-5.8
O=C(COC(=O)c1cccnc1Nc1ccccc1F)NC1CC1,-1.8
CCOC(=O)c1c(NC(=O)/C=C/C(=O)O)sc(C)c1-c1ccc(Cl)cc1,9.9
O=C(O)Cn1c(=O)c2c3c(sc2n(Cc2ccccc2)c1=O)CCCC3,6.5
CC(NC(=O)c1cc(-c2cccnc2)nc2ccc(Br)cc12)C1CCCO1 (stereo unspecified),1.4
CCCNC(=O)N1[C@H](C#N)[C@H](c2ccc(-c3ccccc3F)cc2)[C@@H]1CO,9.8[25 µM]
CC1CCN(CC(=O)Nc2ccc3c(c2)OCO3)CC1,-4.6
COc1ccc(OCCCC(=O)Nc2ccc3c(c2)OCO3)cc1,-0.4
Cc1cccc(S(=O)(=O)Nc2cc(Cl)ccc2N2CCOCC2)c1,3.8
CCCNC(=O)N1CCC2(CC1)CN(Cc1cccc(OC)c1)[C@@H](CO)c1[nH]c3cc(OC)ccc3c12,5.0[25 µM]
COc1ccc(NS(=O)(=O)c2cccc(C(=O)NNC(=O)c3cc(S(N)(=O)=O)ccc3OC)c2)cc1,3.1
COc1ccc2c3c(n(C)c2c1)[C@H](CO)N(C(=O)C1CCOCC1)CC31CN(C(=O)C2CC2)C1,-1.1

# Of the compounds above, four contain an aryl thioether with sulfur outside any ring.
SMILES,BL2 CD40 inh
Cn1c(SCc2ccccn2)nnc1-c1ccncc1,2.2
CCc1c(C)nc(SCC(=O)Nc2nc(-c3ccc(OC)cc3)cs2)[nH]c1=O,11.5
CC(C)Sc1nc2ccccc2n1CC(N)=O,1.2
CCSc1nnc(NC(=O)C2C3C=CC(C3)C2C(=O)O)s1 (stereo unspecified),3.4

# 3 entries from above in a different format:
BL2 CD40 inh	structure
1.4	O=C(O)c1ccc(N2CCCS2(=O)=O)cc1
-21.5	Cc1cc2cc(CNC(=O)c3ccc(S(=O)(=O)N4CCCCC4)cc3)ccc2n1C
3.4	CCSc1nnc(NC(=O)C2C3C=CC(C3)C2C(=O)O)s1 (stereo unspecified)

# Returning to the listing, starting 2 compounds before the break.
SMILES,BL2 CD40 inh
COc1ccc(NS(=O)(=O)c2cccc(C(=O)NNC(=O)c3cc(S(N)(=O)=O)ccc3OC)c2)cc1,3.1
COc1ccc2c3c(n(C)c2c1)[C@H](CO)N(C(=O)C1CCOCC1)CC31CN(C(=O)C2CC2)C1,-1.1
Cc1ccnc(NC(=O)c2cc3cc(F)ccc3s2)c1,-0.8
O=C(COC(=O)C1CC(=O)N(c2nc(-c3ccccc3)cs2)C1)c1ccccc1 (stereo unspecified),1.3
O=C(c1cnn2c(C(F)F)cc(C3CC3)nc12)N1CCCC1,6.4
COc1ccc2c(C)c(C(=O)O)oc2c1,-10.1
COc1ccc2c(=O)c(Oc3ccc(C(=O)O)cc3)c(C(F)(F)F)oc2c1,-33.5
O=C(c1ccccc1)N1CCN(C2C3CC4CC(C3)CC2C4)CC1 (stereo unspecified),-33.2
O=C(Cn1nc(-c2ccccc2)c2ccccc2c1=O)Nc1cccc(O)c1,3.1
O=S(=O)(c1ccc(Cl)cc1)N1[C@@H]2CNC[C@H]1C2c1ccc(-c2cccc(F)c2)cc1 (stereo partly specified),-5.8&-6.7[25 µM]
Cc1ccc(N2CC(NC(=O)C3CC3)CC2=O)cc1 (stereo unspecified),1.6
COc1ccc2c3c(n(C)c2c1)[C@@H](CO)N(C)CC31CCN(C(=O)c2ccc3c(c2)OCO3)CC1,-2.8[25 µM]
COc1ccc(-c2ccc3c(c2)[C@@H]2[C@@H](CCN2C(=O)Nc2ccccc2OC)[C@@H](CO)N3C)cc1,-10.2[25 µM]
Nc1ccc(S(=O)(=O)Nc2ccc(C(=O)c3ccccc3)cc2)cc1,4.8
C[C@H]1CN(C)C(=O)Cc2cc(N(C)C)ccc2O[C@@H]1CN(C)C,-15.7
CC(C)CC#Cc1ccc([C@@H]2[C@@H](CO)N3C(=O)CN(C(=O)c4cccc(F)c4)C[C@H]23)cc1,17.3[25 µM]
CCc1nc2c(OCCOc3ccccc3)cccn2c1N(C)C(=O)c1ccc(C)cc1,8.8
O=C(NC1CCCC1)c1cccc(Oc2ccccc2)c1,-63.5
Cc1sc2ncn(CC(=O)N3CCCCC3)c(=O)c2c1C,1.2
c1cncc(-c2nc(N3CCCCCC3)c3ccccc3n2)c1,10.0
O=C(COC(=O)/C=C/c1cccc([N+](=O)[O-])c1)NCCCN1CCCC1=O,6.1
CN1C(=O)N(CC(=O)Nc2nccs2)C(=O)C12CCCCC2,5.5
Cc1noc(C)c1S(=O)(=O)Nc1ccc2c(c1)C(=O)N([C@@H](C)CO)C[C@H](C)[C@@H](CN(C)C(=O)Nc1cccc3ccccc13)OCCCC[C@H](C)O2,48.0*[25 µM]
Cc1ccc(NC(=O)CN2C(=O)S/C(=C\c3cc(C)n(C)c3C)C2=O)cc1,3.2

# A second format for some results above.
structure	BL2 CD40 inh
CC(C)CC#Cc1ccc([C@@H]2[C@@H](CO)N3C(=O)CN(C(=O)c4cccc(F)c4)C[C@H]23)cc1	17.3[25 µM]
CCc1nc2c(OCCOc3ccccc3)cccn2c1N(C)C(=O)c1ccc(C)cc1	8.8
